MEKK2 mut-MEK5: signal of MEK5 binding to mutant human MEKK2 PB1 domain. bead flow cytometry, Alexa488-MEK5 binding to MEKK2 mutant. percent response, % at 10 µM. 0.35% of 290,000 active; in the data active means percent response above about 24%, passing the limit was not always enough; further: inactives centre near 1; some results filed as inactive read as strong as hits; reference of the scale not given here
FID counter: displaces DNA intercalator in HCV helicase counter-screen. DNA fluorescent intercalator displacement, fluorescence. inhibition, % at 7.9 µM. 0.17% of 290,000 active; in the data active means inhibition above about 37%;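 further: 0% = vehicle and 100% = reference compound; higher means more ethidium bromide displaced from hairpin DNA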
MEKK3 PB1 HTS: modulators (inhibitors or enhancers) of MEK5 binding to human MEKK3 PB1 domain. Q99759. bead-based flow cytometry, Alexa488-MEK5 binding to MEKK3; actives lie on both sides; 0 = blocked by unlabeled MEK5, 100 = vehicle. binding response (% of control), % at 10 µM. 1.4% of 290,000 active. AID 1529;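 active means binding response more than 3 SD above or below the average of its plate-row segment, actives on both sides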;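 further: Alexa488 bead fluorescence after subtracting the streptavidin-only scavenger bead signal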
PHOSPHO1 block: blocks human PHOSPHO1 phosphatase activity; Q8TCT1; recombinant PHOSPHO1, absorbance phosphatase assay; inhibition, % at 13.3 µM; 1.1% of 290,000 active; AID 1565; in the data active means inhibition above about 60%
Target sequence (Q8TCT1 whole entry, looked up): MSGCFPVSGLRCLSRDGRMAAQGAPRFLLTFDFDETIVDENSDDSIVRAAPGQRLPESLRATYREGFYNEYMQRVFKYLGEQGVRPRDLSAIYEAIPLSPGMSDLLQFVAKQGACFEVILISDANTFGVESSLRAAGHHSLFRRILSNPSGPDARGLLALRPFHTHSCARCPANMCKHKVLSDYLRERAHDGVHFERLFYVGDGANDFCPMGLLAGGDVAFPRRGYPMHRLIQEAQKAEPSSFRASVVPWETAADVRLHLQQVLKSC
GPR7 antag: human neuropeptides B/W receptor 1 antagonism. P48145. GPR7-expressing cells, fluorescence antagonist assay. inhibition, % at 4.4 µM. 1.1% of 290,000 active. AID 1861; in the data active means inhibition above about 16%, passing the limit was not always enough;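 further: cells stimulated with the agonist NPW; 0% = agonist with vehicle and 100% = vehicle without agonist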
Target sequence (P48145 whole entry, looked up): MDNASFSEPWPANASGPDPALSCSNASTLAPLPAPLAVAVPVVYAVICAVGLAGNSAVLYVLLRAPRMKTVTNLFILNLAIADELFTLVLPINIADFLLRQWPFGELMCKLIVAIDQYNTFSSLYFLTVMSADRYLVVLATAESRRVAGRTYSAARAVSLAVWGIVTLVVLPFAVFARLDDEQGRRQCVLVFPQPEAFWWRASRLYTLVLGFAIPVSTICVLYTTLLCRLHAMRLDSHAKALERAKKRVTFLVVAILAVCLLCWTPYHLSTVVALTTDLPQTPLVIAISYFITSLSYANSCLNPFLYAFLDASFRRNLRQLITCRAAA
OXTR ag: human OXTR agonism; 0.32% of 320,000 active; activation, % at 3 µM; CHO-OTR cells, Fluo-8 calcium fluorescence; normalized: DMSO 0%, oxytocin 100%; P30559;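 active means activation above the mean of all tested compounds plus 3 SD, cutoff set per screening run, cut at about 20% in these data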;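 further: peak over basal fluorescence ratio from a 100 s FLIPR kinetic read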
Target sequence (P30559 whole entry, looked up): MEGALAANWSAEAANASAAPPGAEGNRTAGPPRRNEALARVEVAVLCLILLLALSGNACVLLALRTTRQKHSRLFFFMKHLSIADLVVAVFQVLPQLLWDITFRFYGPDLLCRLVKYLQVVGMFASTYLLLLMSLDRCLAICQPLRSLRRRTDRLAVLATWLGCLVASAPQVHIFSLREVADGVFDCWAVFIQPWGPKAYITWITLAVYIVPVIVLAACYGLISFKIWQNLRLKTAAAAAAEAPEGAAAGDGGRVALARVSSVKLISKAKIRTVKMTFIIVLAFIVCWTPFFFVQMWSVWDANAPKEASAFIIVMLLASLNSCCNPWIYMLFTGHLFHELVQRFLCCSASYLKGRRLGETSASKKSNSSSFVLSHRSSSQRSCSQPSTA
PfM18AAP inh: PfM18AAP enzyme inhibition; 1.2% of 290,000 active; inhibition, % at 7.35 µM; recombinant PfM18AAP, H-Glu-NHMec fluorogenic cleavage;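 active means inhibition above the campaign mean inhibition over all tested compounds plus 3 SD, cut at about 28% in these data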;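 further: 0% = plate median of test compound wells and 100% = 2 mM ZnCl2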
NALP1 yeast inh: blocks the NALP1 inflammasome reconstituted in yeast; AID 2071; inhibition, % at 10 µM; 0.61% of 280,000 active; S. cerevisiae NALP1/ASC/caspase-1 growth, X-gal OD620, 72 h; in the data active means inhibition mostly above about 24%, no sharp cut-off; inactive means mostly below about 32%; further: some compounds called inactive have numbers as strong as hits
MEKK2 WT-MEK5: raises or lowers MEK5 binding to wildtype human MEKK2 PB1 domain; Q9Y2U5; bead flow cytometry, Alexa488-MEK5 binding to MEKK2 WT; actives lie on both sides; binding response (% of control), % at 10 µM; 1.1% of 290,000 active; in the data active means binding response below about 67% or above about 130%
Starred values were filed as active, the others as inactive; / = no result given. No enrichment for hits; 6.2% or so of the library scored in one or more.

cpd	smiles	MEKK3 PB1 HTS	MEKK2 WT-MEK5	NALP1 yeast inh	FID counter	OXTR ag	MEKK2 mut-MEK5	GPR7 antag	PHOSPHO1 block	PfM18AAP inh
1	Cc1ccc(C(C)CCN2CCC(n3nccc3NC(=O)c3ccccc3)CC2)o1 (stereo unspecified)	99.0	104.0	5.6	12.2	0.8	1.0	-7.3	46.5	-16.8
2	Cc1nnc(NC(=O)c2ccc3c(c2)C(=O)N(CC2CCCO2)C3=O)s1 (stereo unspecified)	103.0	104.0	16.4	-3.8	-0.2	0.0	17.6	-26.5	11.6
3	CC(NC(=O)CCC1COc2ccccc2O1)c1ccccc1 (stereo unspecified)	69.0	75.0	42.3*	-4.2	-0.3	-9.0	2.0	12.8	6.6
4	Cc1ccc(C(=O)/C=C/Nc2ccc(S(=O)(=O)Nc3cc(C)nc(C)n3)cc2)cc1	99.0	97.0	15.2	-21.5	1.1	2.0	-7.7	-7.5	3.7
5	CCc1ccccc1NC(=O)CC1SCCNC1=O (stereo unspecified)	97.0	87.0	15.1	3.1	0.0	-9.0	-4.3	-0.6	2.9
6	Cc1ccc(-c2nc3nc4ccccc4nc3n2Cc2ccco2)cc1	100.0	100.0	1.5	-8.4	-1.5	0.0	-3.5	2.8	-37.0
7	COC(=O)CCSCC(=O)N1N=C(c2ccc(OC)cc2)CC1c1cccc(OC)c1OC (stereo unspecified)	93.0	80.0	2.1	-41.5	0.6	-14.0	-2.8	-7.3	3.6
8	Cc1ccccc1NC(=O)c1ccc(COc2ccc3c(C)cc(=O)oc3c2)cc1	93.0	101.0	42.7	-1.3	0.3	2.0	-10.3	-1.3	2.5
9	Cn1ncc2c(NCc3ccccc3)nc(NCCCO)nc21	98.0	102.0	-2.5	-16.9	0.6	1.0	-3.4	26.6	-0.4
10	O=C(CN1CCN(S(=O)(=O)c2ccc(Br)cc2)CC1)Nc1ccc2c(c1)OCO2	105.0	105.0	7.9	-24.0	1.4	2.0	31.0*	-1.6	-2.7
11	O=C(/C=C/NNC(=O)c1ccc(Cl)cc1)c1ccccc1	101.0	93.0	-1.4	-6.1	-0.8	-1.0	-6.4	27.7	0.2
12	COc1c([N+](=O)[O-])c(=O)n(-c2ccccc2)c2ccccc12	94.0	96.0	14.3	0.5	-0.6	-3.0	1.7	-1.5	-9.1
13	COCCNC(=O)C(c1ccc(O)cc1)N(Cc1ccccc1)C(=O)CCC(=O)Nc1nccs1 (stereo unspecified)	102.0	107.0	9.3	-31.3	0.6	0.0	-11.8	4.0	-5.5
14	COc1ccc(OCc2nc3c4cc(OC)c(OC)cc4nc(=S)n3[nH]2)cc1	128.0*	106.0	27.5	-4.2	0.5	1.0	-6.8	-28.4	2.1
15	COc1ccccc1CNC(=O)Cn1nnc(-c2ccncc2)n1	101.0	103.0	12.2	-1.5	1.6	3.0	10.3	54.0	3.6
16	CCOc1cc(CNCCc2ccc(S(N)(=O)=O)cc2)ccc1OCc1ccc(Cl)cc1	110.0	214.0*	14.0	36.8*	37.0*	46.0*	51.1*	30.5	7.7
17	O=C(Nc1ccccc1Cl)c1c(F)c(F)c(F)c(F)c1F	110.0	125.0	/	2.2	-1.5	7.0	-16.0	/	8.1
18	O=C(CCCOc1ccccc1)Nc1ccc(Cl)cn1	107.0	105.0	4.7	-5.2	-2.2	1.0	-7.6	1.8	4.2
19	O=C(NCc1cccc(Cl)c1)c1ccc(CS(=O)Cc2ccccc2Cl)o1 (stereo unspecified)	104.0	103.0	22.0	-46.6	5.7	2.0	0.1	34.4	-1.2
20	COc1ccc2[nH]c(=O)c(CN(CC3CCCO3)C(=O)Nc3ccc(F)cc3)cc2c1 (stereo unspecified)	108.0	105.0	11.7	-4.3	/	2.0	-0.5	-6.8	1.4
21	CCN1C(=O)c2cccc3c(S(=O)(=O)Nc4ccccc4O)ccc1c23	100.0	94.0	2.9	-18.0	1.0	1.0	-8.8	40.3	4.3
22	O=C1N=C(N2CCOCC2)S/C1=C1\C(=O)N(Cc2ccccc2)c2ccccc21	94.0	97.0	20.9	2.3	0.9	2.0	-5.7	27.8	-2.7
23	Cc1ccc(-c2nnc(N3CCN(C(=O)COc4ccccc4)CC3)c3ccccc23)cc1	98.0	89.0	-2.2	-5.3	-1.9	-6.0	1.5	17.4	-6.7
24	NC(=O)c1c(NC(=O)c2ccc(S(=O)(=O)N3CCOCC3)cc2)sc2c1CCCCC2	95.0	101.0	23.8	4.2	1.5	-3.0	-8.7	-21.6	18.2

Reformatted screen by screen: entries from further up
24: NC(=O)c1c(NC(=O)c2ccc(S(=O)(=O)N3CCOCC3)cc2)sc2c1CCCCC2
19: O=C(NCc1cccc(Cl)c1)c1ccc(CS(=O)Cc2ccccc2Cl)o1 (stereo unspecified)
17: O=C(Nc1ccccc1Cl)c1c(F)c(F)c(F)c(F)c1F
21: CCN1C(=O)c2cccc3c(S(=O)(=O)Nc4ccccc4O)ccc1c23

assay / compound | 24 | 19 | 17 | 21
MEKK3 PB1 HTS | 95.0 | 104.0 | 110.0 | 100.0
MEKK2 WT-MEK5 | 101.0 | 103.0 | 125.0 | 94.0
NALP1 yeast inh | 23.8 | 22.0 | / | 2.9
FID counter | 4.2 | -46.6 | 2.2 | -18.0
OXTR ag | 1.5 | 5.7 | -1.5 | 1.0
MEKK2 mut-MEK5 | -3.0 | 2.0 | 7.0 | 1.0
GPR7 antag | -8.7 | 0.1 | -16.0 | -8.8
PHOSPHO1 block | -21.6 | 34.4 | / | 40.3
PfM18AAP inh | 18.2 | -1.2 | 8.1 | 4.3

Remaining list, next part:
cpd	smiles	MEKK3 PB1 HTS	MEKK2 WT-MEK5	NALP1 yeast inh	FID counter	OXTR ag	MEKK2 mut-MEK5	GPR7 antag	PHOSPHO1 block	PfM18AAP inh
25	Cc1c(Cc2ccccc2)sc(NC(=O)c2ccco2)c1C(N)=O	99.0	97.0	4.2	6.4	-1.6	4.0	-3.5	3.4	-7.8
26	CC(C)[C@H](NC(=O)CCn1nnc2ccccc2c1=O)C(=O)O	114.0	106.0	-0.2	0.2	0.0	3.0	9.9	3.0	-2.0
27	c1ccc(-c2nnc(OCc3cccnc3)c3ccccc23)cc1	106.0	103.0	14.3	-27.6	-1.7	3.0	-5.3	-32.1	2.0
28	CC(=O)OC(C)C[N+](C)(C)C (stereo unspecified)	99.0	101.0	26.5	-3.5	-0.1	3.0	4.2	-3.8	-1.0
29	COCCC(=O)N1CCCC(N2CCN(c3ccc(F)cc3)CC2)C1 (stereo unspecified)	95.0	99.0	18.3	-3.3	0.2	7.0	4.0	/	4.2
30	CCOC(=O)c1c(C)oc2c1c(C(c1ccccc1)N1CCOCC1)c(O)c1ccccc12 (stereo unspecified)	103.0	96.0	3.7	-7.2	-1.3	-2.0	-20.3	42.3	8.7
31	CC(C)CNC(=S)NNC(=O)c1csc2c1CCCC2	105.0	102.0	-44.4	-8.3	1.9	8.0	-8.4	35.2	3.4
32	CC(/C=C/c1ccccc1)=N/NC(=O)c1cnccn1	106.0	106.0	9.8	3.5	-1.3	4.0	-11.0	-11.6	12.9
33	CC(=O)NC1CSCC1OC(C)=O (stereo unspecified)	99.0	102.0	-9.5	1.7	-0.4	3.0	1.7	-6.8	-6.8
34	CCOc1ccc(-c2cnc3ccccc3n2)cc1	102.0	101.0	11.9	-10.3	-2.4	4.0	-13.2	-28.7	-10.5
35	O=C(CCn1nc(-c2ccccc2)ccc1=O)N1CCN(c2ccccc2)CC1	101.0	104.0	18.6	-41.0	-1.6	-1.0	1.3	0.8	-6.0
36	CCOC(=O)Nc1ccc2c(CN3C(=O)NC4(CCCC4)C3=O)cc(=O)oc2c1	103.0	97.0	-11.4	-13.3	/	1.0	-5.8	11.1	1.5
37	O=C(NCCN1CCOCC1)c1cccc(S(=O)(=O)N2CCCCCC2)c1	101.0	99.0	8.1	-4.3	1.9	3.0	19.6	22.3	0.4
38	CS(=O)(=O)NNC(=O)c1cc2cc3ccccc3nc2s1	107.0	104.0	3.8	-4.3	1.1	-5.0	8.0	22.8	17.5
39	CC(=O)c1ccc(NC(=O)c2ccccc2Sc2ncnc3sc(C)c(C)c23)cc1	100.0	98.0	20.1	-22.6	-2.3	1.0	-8.9	10.8	3.6
40	CS(=O)(=O)c1ccc2nc(NC(=O)CCN3C(=O)c4ccccc4C3=O)sc2c1	101.0	103.0	-2.8	-3.9	-0.2	1.0	-9.1	15.0	-7.4
41	Cc1cc(N2CCOCC2)n2cc(-c3ccc(F)cc3)nc2n1	77.0	84.0	-6.3	-3.5	-1.1	-13.0	-11.5	-3.1	2.6
42	O=C(NNC(=O)C1CC2CCC1C2)c1ccccc1 (stereo unspecified)	98.0	110.0	18.6	-3.8	0.8	12.0	-9.9	13.3	-0.3
43	Cc1cccc(Cn2c(NCCO)nc3c2c(=O)n(C)c(=O)n3C)c1	103.0	102.0	-2.4	-6.4	-0.6	2.0	-2.2	0.7	7.5
44	Cc1cc(C)c(S(=O)(=O)N2CCN(C(=O)N3CCOCC3)CC2)c(C)c1	101.0	99.0	21.0	-36.6	-1.0	3.0	6.2	39.5	0.4
45	COc1cc(/C=N/NC(=O)C(=O)NCc2cccnc2)ccc1O	98.0	110.0	-19.1	0.4	-1.6	16.0	-8.6	1.4	9.4
46	CC(C)CCNC(=O)CSc1nc2ccsc2c(=O)n1NC(=O)c1ccccc1	99.0	100.0	18.4	-12.4	-0.2	0.0	-0.8	15.4	3.0
47	CSc1nc2ccccc2n1C(=O)Oc1ccccc1	96.0	94.0	23.1	5.9	0.0	-2.0	-5.4	-8.4	-2.0
48	COc1ccc(NC(=O)CNC(=O)Cn2cnc3sc(C)c(C)c3c2=O)cc1OC	101.0	103.0	19.9	-13.3	-0.3	1.0	-8.6	32.9	-0.4
49	N#Cc1ccc(C(=O)NC2CCCc3ccccc32)cc1 (stereo unspecified)	108.0	103.0	-9.4	-2.4	-2.0	-3.0	-1.7	35.8	-7.5
50	COc1ccccc1NC(=O)OCC#CCOC(=O)Nc1ccccc1OC	99.0	99.0	16.3	-20.2	-2.0	-9.0	-3.2	16.0	-1.5
51	CC(=Nc1ccc(C)c(C)c1)C1=C(O)CCC1=O	106.0	106.0	-3.3	-1.2	0.2	13.0	-9.7	20.4	-4.0
52	COc1ccc(Br)cc1CNC(=O)C1CCCN(S(C)(=O)=O)C1 (stereo unspecified)	97.0	97.0	12.6	2.2	0.9	2.0	1.1	7.0	0.5
53	COc1cc(OC)c2c(c1O)OC(c1ccccc1)CC2=O (stereo unspecified)	102.0	93.0	-7.4	-13.9	0.7	1.0	-12.6	11.8	48.9*
54	C=CCN1C(=O)CC(C(=O)NC)SC1=Nc1ccc(C(=O)OCC)cc1 (stereo unspecified)	93.0	100.0	/	-19.4	1.2	-2.0	-1.9	2.9	-0.5
55	COC(=O)CC(c1ccc(C(C)C)cc1)n1cccc1 (stereo unspecified)	99.0	92.0	-12.6	-1.6	-2.4	-4.0	8.8	-8.2	-10.4
56	CCOC(=O)N1CCN(C(c2cccnc2)c2ccc3cccnc3c2O)CC1 (stereo unspecified)	99.0	106.0	9.6	-13.6	-1.0	0.0	3.0	96.9*	18.1
57	COc1ccc(C2/C(=C(/O)c3ccccc3)C(=O)C(=O)N2c2ccccn2)cc1OC (stereo unspecified)	103.0	99.0	9.4	-7.0	0.3	-1.0	-9.2	14.6	7.9
58	CCc1ccccc1NC(=O)C/C(C)=N/NC(=O)COc1ccccc1C	102.0	95.0	3.3	-26.7	-0.6	2.0	10.7	32.5	-5.8
59	COc1ccc(C(=O)NN2CC(O)=C(c3nc4ccccc4n3C)C2=N)cc1OC	102.0	94.0	26.2	0.0	-0.7	11.0	3.2	-2.4	-1.0
60	CCCOc1cccc(C(=O)N(Cc2ccccc2)C2CCS(=O)(=O)C2)c1 (stereo unspecified)	101.0	99.0	2.8	-33.2	-0.2	-2.0	-5.5	28.0	-8.5

From PubChem
